KCNQ2 block: KCNQ2 channel blockers in CHO-K1 cells – cell-based, FluxOR thallium flux, B-score, primary screen (AID 2156); O88943; 20 min; active compounds read low; B-score at 10 µM; 1.1% of 310,000 active;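 active means fluorescence ratio B-score at most minus 3 library SDs, with starting brightness B-score within 2 library SDs, cut at about -5.5 in these data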
CHT inh: inhibits the human high affinity choline transporter | Q9GZV3 | CHT-expressing cells, membrane potential dye, choline response; active compounds read low | B-score at 10 µM | 0.86% of 310,000 active;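 active means B-score over 3 SD under the library average, and starting fluorescence ratio not unusually high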;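 further: choline stimulus applied at its EC90 after an EC20 pre-addition; B-score computed on integrated fluorescence ratio after choline addition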
Target sequence (Q9GZV3 whole entry, looked up): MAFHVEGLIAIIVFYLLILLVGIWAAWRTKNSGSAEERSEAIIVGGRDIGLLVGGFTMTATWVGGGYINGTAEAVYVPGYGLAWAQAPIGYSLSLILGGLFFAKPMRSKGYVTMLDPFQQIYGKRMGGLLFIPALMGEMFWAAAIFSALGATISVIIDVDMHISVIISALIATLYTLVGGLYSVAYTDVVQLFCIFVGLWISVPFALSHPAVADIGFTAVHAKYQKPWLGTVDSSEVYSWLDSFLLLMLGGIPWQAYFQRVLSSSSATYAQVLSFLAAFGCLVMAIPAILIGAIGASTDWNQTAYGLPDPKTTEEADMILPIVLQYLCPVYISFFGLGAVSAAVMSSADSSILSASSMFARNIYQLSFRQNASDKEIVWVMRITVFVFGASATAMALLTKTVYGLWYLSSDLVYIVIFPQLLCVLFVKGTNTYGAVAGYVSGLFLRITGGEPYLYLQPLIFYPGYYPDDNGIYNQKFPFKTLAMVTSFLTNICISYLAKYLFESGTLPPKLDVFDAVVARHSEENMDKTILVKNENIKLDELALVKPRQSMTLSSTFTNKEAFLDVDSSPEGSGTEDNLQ
Active calls of the source: *; i = inactive; / = not tested or not shown.

SMILES	KCNQ2 block	CHT inh
CCCCN(CC)CCCNC(=O)c1cn(CC)c2ccc(S(=O)(=O)N3CCc4ccccc4C3)cc2c1=O	i	-12.9*
Nn1c(SCC(=O)Nc2ccc(S(N)(=O)=O)cc2)nnc1C(F)(F)F	i	i
COc1cccc(/C=N/n2c(SC)nnc2-c2ccccc2)c1O	i	i
CCC(O)C1CCN(C(=O)c2ccc(OC3CCN(Cc4ccccn4)CC3)cc2)CC1 (configuration not stated)	i	i
CCOC(=O)C1=C(C)NC(=S)N(C(C)=O)C1c1ccc(OC)c(OC)c1 (configuration not stated)	i	i
CC(Oc1ccc(F)cc1)C(=O)Nc1cc(S(=O)(=O)N2CCOCC2)ccc1N1CCCC1 (configuration not stated)	i	i
COc1ccc(-c2ccc(-c3nc4ccc(C)cn4c3NC3CCCCC3)cc2OC)cc1	i	i
Cc1noc(NS(=O)(=O)c2ccc(N/C=C/C(=O)c3cccnc3)cc2)c1C	i	i
O=C(Nc1cccc(C(=O)Nc2ccc(F)cc2F)c1)c1ccccc1	i	i
CCOC(=O)c1c(-c2ccc(C)cc2)csc1NC(=O)c1ccc(N2C(=O)CCC2=O)cc1	i	i
CCCC(=O)NC(c1ccc(C)cc1)c1ccc2cccnc2c1O (configuration not stated)	i	i
CCOc1cc(S(=O)(=O)Nc2ccc(Cl)cn2)ccc1F	i	i
CCCC(c1nnnn1CCOC)N1CCN(c2nc3ccccc3s2)CC1 (configuration not stated)	i	i
O=C1CC(N2CCOCC2)C(=O)N1c1ccccc1Cl (configuration not stated)	i	i
COc1ccc(N2CCN(C(=O)C3CCN(S(=O)(=O)c4ccc(C)cc4)CC3)CC2)cc1	i	i
Cc1ccccc1Oc1ccc(S(=O)(=O)NCCC(=O)O)cc1	i	i
COc1cc(C(=O)NCc2ccc(C)cc2)ccc1OCc1c(C)noc1C	i	i
CC(C)(CSc1ncccn1)NS(=O)(=O)c1ccccc1	i	i
N/C(=N\c1nc2c(c(=O)[nH]1)CCC2)Nc1ccccc1	i	i
NC(=S)NNC(=S)Nc1ccccc1	i	i
COc1ccc(C(=O)N2CCCC(O)C2)cc1OC1CCN(C(C)C)CC1 (configuration not stated)	i	-7.07*
CCOC(=O)n1c(SCC(=O)N(CC)CC)nc2ccccc21	i	i
CCCCOC(=O)c1ccc(NC(=O)c2cc(Cl)ccc2OC)cc1	i	i
Cc1nn2c(c1-c1ccc(Cl)cc1)N=C(c1ccco1)CC2c1ccccc1 (configuration not stated)	i	i
COc1ccc(C)cc1S(=O)(=O)N(C)CC(=O)N1CCCC1	i	i

(list continues)
SMILES	KCNQ2 block	CHT inh
COC(=O)c1[nH]c2cc(OC)c(OC)cc2c1NC(=O)c1cccc(OC)c1	i	i
NCCc1ccc(O)c(O)c1	i	i
CCN(CC)C(=O)C1CC(=O)OC12CCCCC2 (configuration not stated)	i	i
COc1ccc(C(=O)N2CCCC(C(=O)N3CCN(c4ccccc4)CC3)C2)cc1 (configuration not stated)	i	i
CCOC(=O)C1=C(C)N=c2s/c(=C\c3ccc(OCC(=O)O)cc3)c(=O)n2C1c1ccccc1 (configuration not stated)	i	i
CCN=C1SC(CC(=O)Nc2sc(C)c(C)c2C(=O)OC)C(=O)N1CC (configuration not stated)	i	i
Cc1cccc(NC(=O)CCN2C(=O)c3ccccc3C2=O)n1	i	i
O=C(/C=N/O)Nc1ccccc1	i	i
O=C(CC(=O)c1ccccc1[N+](=O)[O-])c1ccccc1	i	i
CC1(C)C2([N+](=O)[O-])CN3CC1([N+](=O)[O-])CN(C2)C3c1ccc(O)c(O)c1 (configuration not stated)	i	i
Cc1ccc(CNc2ccc3c(c2)OCO3)c(C)c1	i	i
CCOCCCNC(=O)/C(C#N)=C/c1ccccc1F	i	i
Cc1ccc(C(=O)c2cc3c(cc2N)OCCO3)cc1	i	i
O=C(CN1CCN(Cc2ccc(Cl)cc2)C1=O)NCCCN1CCN(c2ccc(F)cc2)CC1	i	i
CCOC(=O)c1c(C)[nH]c(C(=O)COC(=O)c2ccc(N3CCCC3=O)cc2)c1C	i	i
COc1ccc(C(=O)NNC(=S)Nc2ccccc2)cc1	i	i
COc1cccc(CN(C)C(=O)Cc2c[nH]c3ccccc23)c1	i	i
CCO[C@H]1OC(C(=O)O)=C[C@@H](c2coc3ccccc3c2=O)[C@@H]1CCCO	i	i
O=C(Cc1c[nH]c2ccccc12)NCc1ccc(Cl)cc1	i	i
CCOC(=O)c1sc(=S)n(CC)c1NC(=O)c1ccccc1C	i	i
COc1ccc(Cc2nc3ccc(C(=O)N(C)CCO)cc3o2)cc1	i	i
CCOCCCNC(=O)C(c1ccc(C)cc1)N(Cc1ccc2c(c1)OCO2)C(=O)c1ccccn1 (configuration not stated)	i	i
CC(C)C[C@H](NC(=O)c1nc[nH]c1C(=O)NCc1ccccc1)C(=O)OC(C)(C)C	i	i
Cc1cc(NC(=O)CSc2nc3ccccc3s2)no1	/	i
CCOC(=O)C1=C(CC)Nc2ccccc2N=C1NC(=O)c1cc(S(=O)(=O)N(C)C)ccc1Cl	i	i

Reprinted at random: 4 compounds from above
SMILES	KCNQ2 block	CHT inh
Nn1c(SCC(=O)Nc2ccc(S(N)(=O)=O)cc2)nnc1C(F)(F)F	i	i
CCOCCCNC(=O)/C(C#N)=C/c1ccccc1F	i	i
Cc1ccc(CNc2ccc3c(c2)OCO3)c(C)c1	i	i
CCCC(=O)NC(c1ccc(C)cc1)c1ccc2cccnc2c1O (configuration not stated)	i	i

Remaining list, next part.
SMILES	KCNQ2 block	CHT inh
Cc1cc(C)nc(SCc2nnc(SCC(=O)Nc3ncc(C)s3)n2Cc2ccco2)n1	i	i
O=C(O)CCC(=O)Nc1ccc(C(=O)OC2CCCCC2)cc1	i	i
Cc1cc2oc(=O)c(CC(=O)O)c(C)c2c2occ(C(C)(C)C)c12	i	i
O=C(CC1c2ccccc2Oc2ccccc21)Nc1ccccc1C(F)(F)F	i	i
O=C(Nc1ccnn1C1CCN(C(=O)c2cccc(Cl)c2)CC1)C1CC1	i	i
N[C@@H](Cc1cc(I)c(Oc2cc(I)c(O)c(I)c2)c(I)c1)C(=O)O	i	i
COc1ccc(OCCNS(=O)(=O)c2ccc3oc4ccccc4c3c2)cc1	i	i
Cc1cc(NS(=O)(=O)c2ccc(NC(=O)Nc3cccc(C(F)(F)F)c3)cc2)no1	i	i
Cc1ccc(-c2nnc(SCc3nc(N)nc(Nc4ccccc4C)n3)n2N)cc1	i	i
OCc1cn(-c2ccccc2)nc1-c1ccc(-c2nn(-c3ccccc3)cc2CO)cc1	i	i
C/C=C(\C)C(=O)Nc1cccc(C2=NOC3(C2)C[C@H](C(N)=O)N(C(=O)c2cc([N+](=O)[O-])cc([N+](=O)[O-])c2)C3)c1 (some centres not stated)	i	i
COC(=O)C(C)SC1=N/C(=C/c2ccc(-n3cncn3)cc2)C(=O)N1 (configuration not stated)	i	i
Cc1c(-n2cc(C(=O)c3cc(Br)ccc3O)cc(C#N)c2=O)c(=O)n(-c2ccccc2)n1C	i	i
CCOc1ccc(CC(=O)Nc2ccc(NC(=O)c3ccco3)cc2)cc1OCC	i	/
CCOC(=O)N1CCC(N(CCN(C)C)C(=S)Nc2cccc(Cl)c2C)CC1	i	i
Cc1nc(CNS(=O)(=O)c2ccc3ccccc3c2)cs1	i	i
O=C(CN(CC(=O)N1CCOCC1)S(=O)(=O)c1ccc(Br)s1)N1CCOCC1	i	i
O=C(CCn1nc(-c2ccc(Cl)cc2)ccc1=O)N1CCN(c2ccc(F)cc2)CC1	i	i
O=C(CSCc1ccccc1)NNc1c(F)c(F)cc(F)c1F	i	i
COc1cccc(NC(=O)Cn2cc(C#N)c3ccccc32)c1	i	i
OCCC1CN(Cc2cccn2-c2ccccn2)CCN1C1CCCC1 (configuration not stated)	i	i
COc1ccccc1CNC(=O)COC(=O)Cc1ccsc1	i	/
CCOC(=O)c1cc(CC)sc1NC(=O)COc1ccc2c(C)cc(=O)oc2c1	i	-7.27*
NC(=O)c1cccc2c1-c1ccccc1/C2=N/NC(N)=S	i	i
O=C(NCCC1=CCCCC1)C1CCCN(S(=O)(=O)c2ccc(F)cc2)C1 (configuration not stated)	i	i

Four compounds from above, arranged by molecular weight, low to high:
SMILES	KCNQ2 block	CHT inh
NC(=O)c1cccc2c1-c1ccccc1/C2=N/NC(N)=S	i	i
COc1ccccc1CNC(=O)COC(=O)Cc1ccsc1	i	/
O=C(CSCc1ccccc1)NNc1c(F)c(F)cc(F)c1F	i	i
COC(=O)C(C)SC1=N/C(=C/c2ccc(-n3cncn3)cc2)C(=O)N1 (configuration not stated)	i	i

Compound profiles (already shown). Order of screens: KCNQ2 block, CHT inh
Listed for `Cc1cc2oc(=O)c(CC(=O)O)c(C)c2c2occ(C(C)(C)C)c12` = i, i
Listed for `OCCC1CN(Cc2cccn2-c2ccccn2)CCN1C1CCCC1` (configuration not stated) = i, i

Following part:
SMILES	KCNQ2 block	CHT inh
O=C(Nc1nnc(S(=O)(=O)N2CCOCC2)s1)c1ccccc1	i	i
CC(=O)N1c2ccc(S(=O)(=O)NCC3CCC(C(=O)NC4CCC(C)CC4)CC3)cc2CC1C (configuration not stated)	i	i
O=C(O)CCCCC1CCSS1 (configuration not stated)	i	i
Cc1[nH]c2c(C)cccc2c1CCNC(=O)C1CCCCC1C(=O)OCC(F)(F)F (configuration not stated)	i	i
O=C(CSc1ccccc1)NCc1ccccn1	i	i
CC1(OC(=O)C2CCCC2)C(=O)C=C2C=C(c3ccsc3)N(Cc3ccc4c(c3)OCO4)C=C2C1=O (configuration not stated)	i	i
O=[N+]([O-])c1ccc2nc(-c3ccccc3)[nH]c2c1	i	i
CCc1ccc2[nH]cc(C(=O)OCCOC)c(=O)c2c1	i	i
O=C(Cc1cccc2ccccc12)NNC(=O)c1ccc(Br)o1	i	i
CCN(C(=O)C1CSC2(C)CCC(=O)N12)c1nc2c(C)cccc2s1 (configuration not stated)	i	i
Cc1cc(OCC(=O)Nc2ccncc2)cc(C)c1Cl	i	i
CC(C)(C)[C@H]1C=C(C(=O)NCc2nc3ccccc3[nH]2)O[C@@H](OCCCCO)C1	i	i
Cc1ccc(/C=N/NC(=O)Cn2nnc(N)n2)o1	i	i
CCOC(=O)CSc1nnc(CNC(=O)c2ccc([N+](=O)[O-])cc2)n1C	i	i
O=C(NCCCN1CCCC1=O)C1CCN(S(=O)(=O)c2cccc(C(F)(F)F)c2)CC1	i	i
COc1ccc(Nc2cc(C)c3ccc(O)cc3n2)cc1	i	i
CC(=O)Oc1cccc(N2C(=O)c3cccc4c([N+](=O)[O-])ccc(c34)C2=O)c1	i	i
COc1cccc(/C=C/C(=O)OCC(=O)N2c3ccccc3NC(=O)C2(C)C)c1	i	i
Cc1ccc(/C=C/C(=O)CCC(=O)O)cc1	i	i
CC(=O)c1ccc(NC(=O)CC(NCCC2=CCCCC2)C(=O)O)cc1 (configuration not stated)	i	i
CCN1CCN(CC(O)COC(C)C)CC1 (configuration not stated)	i	i
CCn1c(CCNC(=O)c2ccc(Cl)c(Cl)c2)nnc1SCCOc1ccc(OC)cc1	i	i
O=C(O)[C@H]1CCC(=O)N1Cc1ccco1	i	i
O=C(NCCCc1ccccc1)c1cccc(Br)c1	i	i
COC(=O)c1ccccc1S(=O)(=O)N(Cc1ccco1)Cc1cc2cc(OC)ccc2[nH]c1=O	i	i

Four entries from above in a different format.
COc1cccc(/C=C/C(=O)OCC(=O)N2c3ccccc3NC(=O)C2(C)C)c1
  KCNQ2 block: i; CHT inh: i

O=C(NCCCN1CCCC1=O)C1CCN(S(=O)(=O)c2cccc(C(F)(F)F)c2)CC1
  KCNQ2 block: i; CHT inh: i

CCc1ccc2[nH]cc(C(=O)OCCOC)c(=O)c2c1
  KCNQ2 block: i; CHT inh: i

COC(=O)c1ccccc1S(=O)(=O)N(Cc1ccco1)Cc1cc2cc(OC)ccc2[nH]c1=O
  KCNQ2 block: i; CHT inh: i

Following part:
SMILES	KCNQ2 block	CHT inh
CCN1CCN(c2ccc(N3CCN(S(=O)(=O)c4cc([N+](=O)[O-])ccc4C)CC3)nn2)CC1	i	i
COc1ccc(CN2CC(C(=O)NCCCN3CCOCC3)CC2=O)cc1 (configuration not stated)	i	i
Cc1c(CCOC(=O)C23CC4CC(CC(C4)C2)C3)sc[n+]1CC#N	i	i
CCOc1ccc(Cl)cc1CN1CCOCC1	i	i
CCOc1ccc(CCNC(=O)COC(=O)c2cccc(S(=O)(=O)N3CCCC3)c2)cc1OCC	i	i
Cc1cc(C)cc(N2CC(C(=O)O)CC2=O)c1 (configuration not stated)	i	i
Cc1sc(N)c(C(=O)c2ccccc2)c1C	i	i
CC(C)(C)c1ccc(S(=O)(=O)N2CCN(CC(=O)NC(=O)NC3CCCCC3)CC2)cc1	i	i
CCCNS(=O)(=O)c1ccc(Oc2ncc(C(F)(F)F)cc2Cl)cc1	i	i
CC1CCN(S(=O)(=O)c2cccc(C(N)=O)c2)CC1	i	i
COCCCN(C(=S)NC(=O)C12CC3CC(CC(C3)C1)C2)c1c(N)n(Cc2ccccc2)c(=O)[nH]c1=O	i	i
COc1cc(C(=S)N2CCOCC2)cc(OC)c1OC(=O)c1cc([N+](=O)[O-])c(C)c([N+](=O)[O-])c1	i	i
Cc1c(C)n2c(SCC(=O)Nc3cccc4ccccc34)nnc2[nH]c1=O	i	i
COc1ccc(C(=O)NCc2nnc(SCC(=O)Nc3ccccc3F)o2)cc1	i	i
O=C(CCC(=O)N(CC(=O)NC1CCCC1)Cc1ccc2c(c1)OCO2)Nc1nccs1	i	i
Cc1c(NC(=O)N(C)c2ccccc2)c(=O)n(-c2ccccc2)n1C	i	i
Cc1cc(C)nc(SCc2cnc(C)nc2N)n1	i	i
CCOC(=O)N1N=C(c2ccc(OC)cc2)CC1(O)C(F)(F)F (configuration not stated)	i	i
Cc1cc(=O)oc2cc(OCC(=O)Nc3ccc(CN4CCOCC4)cc3)c(Cl)cc12	i	i
CCCCCn1c(N)c(-c2nc3ccccc3o2)c2c([N+](=O)[O-])nn(C)c(=O)c21	i	i

Assay outcomes: PubChem, Johns Hopkins Ion Channel Center
